Compound activity (PubChem BioAssay)
Bim-Bcl-W: inhibitors of Bim-Bcl-W interaction, human | AID 952 | inhibition, % at 10 µM | bead-based flow cytometry, Bim peptide-Bcl-W binding | 0.02% of 190,000 active;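 also: 0% = bound tracer without compound and 100% = peptide blocker; higher means less fluorescent Bim peptide bound to Bcl-W beads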
Target sequence (Q92843 whole entry, looked up): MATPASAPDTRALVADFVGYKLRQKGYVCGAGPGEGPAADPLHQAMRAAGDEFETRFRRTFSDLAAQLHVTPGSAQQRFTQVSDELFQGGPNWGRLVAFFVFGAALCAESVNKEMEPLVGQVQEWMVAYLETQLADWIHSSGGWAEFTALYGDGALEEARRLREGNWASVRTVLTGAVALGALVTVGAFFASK
Bim-Bcl-2: human Bim-Bcl-2 interaction inhibition; AID 950; P10415; Bead-based flow cytometry, Bim peptide-Bcl-2 binding; inhibition, % at 10 µM; 0.06% of 190,000 active; in the data active = inhibition above about 40%; inconclusive = no clear call, values can overlap the other calls;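 also: 0% = no compound wells with probe peptide and 100% = reference peptide inhibitor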
Target sequence (P10415 whole entry, looked up): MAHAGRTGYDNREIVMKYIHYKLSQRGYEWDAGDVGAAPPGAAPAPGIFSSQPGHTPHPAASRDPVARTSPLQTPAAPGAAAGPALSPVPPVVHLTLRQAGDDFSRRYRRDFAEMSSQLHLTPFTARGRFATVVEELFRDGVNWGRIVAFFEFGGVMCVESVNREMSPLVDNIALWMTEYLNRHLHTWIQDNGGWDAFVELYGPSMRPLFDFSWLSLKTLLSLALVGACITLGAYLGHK
Mcl1-Bid inh: disrupts binding of human Mcl-1 to Bid peptide; TR-FRET Mcl-1/Bid-Dy647 peptide binding, 1536-well; inhibition, % at 21.7 µM; Q07820; 0.97% of 220,000 active;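 active = compounds that cut the binding signal by more than half at the single screening dose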;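 also: His-tagged Mcl-1 with europium anti-His antibody binding Bid BH3 peptide; 0% = Mcl-1 plus peptide wells and 100% = peptide-only wells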
GSH bead fluor: GSH bead compound fluorescence profile; GSH beads flow cytometry, compound fluorescence 488/530 nm; active compounds read high; fluorescence (KMESF) at 10 µM; 0.25% of 190,000 active; in the data active = fluorescence above about 89;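 also: glutathione beads carrying GST-tagged Bcl family fusion proteins plus one bare bead set; values are compound well signal with DMSO vehicle wells as background; inactives centre near 16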
Bim-Mcl-1: inhibitors of Bim-Mcl-1 interaction, human | inhibition, % at 10 µM | Bead-based flow cytometry, Bim peptide-Mcl-1 binding | Q07820 | AID 1009 | 0.1% of 190,000 active;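 also: 0% = no compound tracer wells and 100% = peptide blocker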
RGS7-Gao: human RGS7-Galphao interaction regulation | P09471 | Multiplexed bead flow cytometry, RGS7-Galphao binding; actives lie on both sides | binding response (% of control), % at 10 µM | 0.35% of 220,000 active; in the data active = binding response below about 49% or above about 150%; inconclusive = no clear call, values can overlap the other calls; inactive = in between;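 also: fluorescent Galphao held in activated GDP-AlF4 state binding bead-coupled RGS7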
Target sequence (P09471 whole entry, looked up): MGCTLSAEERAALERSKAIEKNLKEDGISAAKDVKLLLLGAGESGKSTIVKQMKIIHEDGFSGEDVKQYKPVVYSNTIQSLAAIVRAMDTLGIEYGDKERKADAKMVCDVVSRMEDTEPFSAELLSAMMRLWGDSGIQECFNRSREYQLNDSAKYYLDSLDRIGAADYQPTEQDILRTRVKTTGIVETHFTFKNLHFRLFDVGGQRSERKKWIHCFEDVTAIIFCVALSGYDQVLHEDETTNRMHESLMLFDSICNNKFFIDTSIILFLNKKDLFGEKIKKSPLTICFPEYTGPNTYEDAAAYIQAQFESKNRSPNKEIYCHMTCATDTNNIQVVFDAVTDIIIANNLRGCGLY
RGS8-Gao: regulators of human RGS8-Galphao interaction; multiplexed bead flow cytometry, RGS8-Galphao binding; actives lie on both sides; 0.34% of 220,000 active; response (percent of control binding), % at 10 µM; AID 1423; in the data active = response below about 60% or above about 140%; inactive = in between;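 also: Galphao activated as the GDP aluminium fluoride complex binding bead-coupled RGS8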
Bim-Bcl-B: human Bim-Bcl-B interaction inhibition; 0.073% of 190,000 active; AID 951; inhibition, % at 10 µM; Q9HD36; bead-based flow cytometry, Bim peptide-Bcl-B binding;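 also: 0% = tracer peptide without compound and 100% = reference inhibitor peptide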
Bim-Bfl-1: inhibitors of Bim-Bfl-1 interaction, human. 0.12% of 190,000 active. inhibition, % at 10 µM. Bead-based flow cytometry, Bim-Bfl-1 binding inhibition;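 also: 0% = wells without compound plus tracer and 100% = blocker peptide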
Bim-Bcl-XL: human Bim-Bcl-XL interaction inhibition | Bim peptide-Bcl-XL binding, bead flow cytometry, fluorescence | Q07817 | inhibition, % at 10 µM | 0.04% of 190,000 active | AID 1007
Target sequence (Q07817 whole entry, looked up): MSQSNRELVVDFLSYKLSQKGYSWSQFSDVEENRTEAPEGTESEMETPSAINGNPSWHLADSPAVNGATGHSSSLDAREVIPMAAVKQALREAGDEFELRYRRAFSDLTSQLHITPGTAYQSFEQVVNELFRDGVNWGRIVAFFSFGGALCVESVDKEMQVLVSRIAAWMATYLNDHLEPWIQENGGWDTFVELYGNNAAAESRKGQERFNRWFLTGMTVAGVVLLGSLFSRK
RGS4-Gao reg: modulates binding of RGS4 to human Galphao; P09471; Multiplexed bead flow cytometry; actives lie on both sides; binding response (% of control), % at 10 µM; 0.33% of 220,000 active; AID 1415; in the data active = binding response below about 49% or above about 150%; inactive = in between;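 also: fluorescent Galphao activated with aluminum fluoride binding bead-coupled RGS4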
* = called active by the depositor; u = inconclusive. Rule as the data show it, unless noted: active = inhibition above about 40%. Rows are unselected. About 1.8% of those tested had a hit in this group.

The opening two records as a preview:
SMILES | Bim-Bcl-W | Bim-Bcl-2 | Mcl1-Bid inh | GSH bead fluor | Bim-Mcl-1 | RGS7-Gao | RGS8-Gao | Bim-Bcl-B | Bim-Bfl-1 | Bim-Bcl-XL | RGS4-Gao reg
O=C(Oc1ccc(Br)cc1C(=S)N1CCCC1)c1ccccc1F | -1 | -1 | -19 | 3 | -8 | 103 | 95 | -24 | 6 | -5 | 96
C=CCN(CC=C)C(=O)COC(=O)c1ccc(Sc2ncn[nH]2)c([N+](=O)[O-])c1 | -3 | 4 | -46 | 10 | -2 | u | 98 | 0 | 7 | -2 | 97

The list itself (from the top)
SMILES | Bim-Bcl-W | Bim-Bcl-2 | Mcl1-Bid inh | GSH bead fluor | Bim-Mcl-1 | RGS7-Gao | RGS8-Gao | Bim-Bcl-B | Bim-Bfl-1 | Bim-Bcl-XL | RGS4-Gao reg
O=C(Oc1ccc(Br)cc1C(=S)N1CCCC1)c1ccccc1F | -1 | -1 | -19 | 3 | -8 | 103 | 95 | -24 | 6 | -5 | 96
C=CCN(CC=C)C(=O)COC(=O)c1ccc(Sc2ncn[nH]2)c([N+](=O)[O-])c1 | -3 | 4 | -46 | 10 | -2 | u | 98 | 0 | 7 | -2 | 97
CCOC(=O)c1csc(-c2ccc([N+](=O)[O-])cc2)n1 | -1 | -1 | 9 | 17 | 0 | 97 | 96 | -6 | -3 | -2 | 96
CCOc1ccc(C(=O)CCC(=O)O)cc1 | 1 | -9 | -5 | 14 | 0 | 94 | 100 | -4 | -10 | 0 | 97
CC(=O)Nc1ccc2c(c1)ncn2C | -33 | -30 | 2 | 45 | -31 | 99 | 101 | -39 | -27 | -26 | 97
O=C(CO)N/N=C/c1c2ccccc2cc2ccccc12 | 2 | 1 | 1 | 18 | 1 | u | 99 | 1 | 7 | 1 | 99
O=C(C/C=N/OCc1ccc(Cl)cc1Cl)c1ccccc1 | -1 | -8 | -10 | 29 | -5 | 93 | 96 | -9 | -20 | -8 | 94
Cn1c(=O)c2c(n3cnnc13)-c1ccccc1CC21CCCC1 | -3 | -1 | 10 | 13 | -3 | 107 | 110 | -9 | -3 | -8 | 106
O=S(=O)(NC1CC1)c1ccc(S(=O)(=O)N2CCc3ccccc32)cc1 | 2 | -6 | 11 | 21 | 1 | 100 | 101 | -7 | -12 | 0 | 102
CCN1/C(=C/C(C)=C/c2sc3ccccc3[n+]2CC)Sc2ccccc21 | 13 | 25 | -36 | 10 | 17 | 80 | 53* | -24 | 19 | 17 | 57
CCOC(=O)c1c(NC(=O)CN2C(=O)NC(C)(c3ccccc3)C2=O)sc(C)c1C (configuration not stated) | -1 | 0 | -28 | 4 | -2 | 110 | 105 | -5 | 0 | -3 | 106
CC(C)n1c(C(=O)OCC(=O)NCc2ccc3c(c2)OCO3)cc2sccc21 | 0 | -9 | -2 | 17 | -3 | 94 | 96 | -10 | -13 | -6 | 95
CCOC(=O)c1cccc(NC(=O)/C=C/c2ccc3c(c2)OCO3)c1 | -3 | 0 | 13 | 9 | -3 | 93 | 85 | -7 | -1 | -4 | 93
COC(=O)c1ccc(N)c(N=CC2=C(O)CC(C)(C)CC2=O)c1 | 0 | 0 | -59 | 8 | -1 | 100 | 99 | -1 | -1 | -4 | 100
Cc1cccc(OCC(O)CN2CCN(CCN3C(=O)c4cccc5cccc(c45)C3=O)CC2)c1C (configuration not stated) | -4 | 0 | 4 | 13 | 0 | 106 | 102 | -6 | -7 | -4 | 98
NC(N)=N/N=C/c1ccc(Br)cc1 | 0 | 0 | -6 | 14 | 0 | 101 | 104 | -3 | -5 | 0 | 99
Cc1ncc(CN2CCC(CO)(Cc3ccccc3)CC2)s1 | -7 | -6 | -13 | 17 | -5 | 100 | 104 | -5 | -3 | -8 | 99
CCc1ccc(NC(=S)N(CCCN2CCOCC2)Cc2ccccn2)cc1 | -3 | 2 | -61 | 8 | -4 | 98 | 100 | -4 | 4 | -3 | 101
O=C1SCC(c2ccccc2)=NN1Cc1ccccc1 | -1 | -4 | -4 | 20 | -3 | 87 | 104 | -1 | -7 | -5 | 91
CCC12CN3CC(CC)(CN(C1)C3c1c(O)ccc3ccccc13)C2=O (configuration not stated) | 1 | -6 | -3 | 31 | 0 | 97 | 100 | -5 | -8 | -1 | 99
CC(=O)OCC(=O)Nc1ccc(Br)c(C)c1 | 2 | 0 | -8 | 27 | 0 | 101 | 101 | 5 | 2 | 2 | 100
CCc1nnc(NC(=O)C2Cc3ccccc3C(=O)O2)s1 (configuration not stated) | 0 | -3 | -18 | 15 | -1 | 106 | 104 | -4 | -8 | -2 | 106
COCCn1c(CN2CCN(c3ccc(F)cc3)CC2)nc2c1c(=O)n(C)c(=O)n2C | 0 | -8 | -8 | 26 | -4 | 98 | 100 | -3 | -4 | -4 | 102
Oc1ccc(C=Nc2ccccc2-c2nc3ccccc3[nH]2)c(O)c1 | -5 | 0 | -24 | 12 | -5 | 90 | 96 | -4 | -2 | -2 | 94

Looked up above:
Under Bim-Bcl-W, COCCn1c(CN2CCN(c3ccc(F)cc3)CC2)nc2c1c(=O)n(C)c(=O)n2C shows 0
Under RGS4-Gao reg, CCC12CN3CC(CC)(CN(C1)C3c1c(O)ccc3ccccc13)C2=O (configuration not stated) shows 99
Under Bim-Bcl-W, Cc1ncc(CN2CCC(CO)(Cc3ccccc3)CC2)s1 shows -7
Under RGS4-Gao reg, O=C1SCC(c2ccccc2)=NN1Cc1ccccc1 shows 91

Next section.
SMILES | Bim-Bcl-W | Bim-Bcl-2 | Mcl1-Bid inh | GSH bead fluor | Bim-Mcl-1 | RGS7-Gao | RGS8-Gao | Bim-Bcl-B | Bim-Bfl-1 | Bim-Bcl-XL | RGS4-Gao reg
CC(C)C(=O)NC(c1ccccc1)c1cc([N+](=O)[O-])c2cccnc2c1O (configuration not stated) | 0 | 1 | -12 | 10 | -2 | 95 | 95 | -2 | 30 | -5 | 93
Cc1nnc(SCC(=O)NCCN2C(=O)CSC2=O)n1-c1ccccc1 | 1 | 1 | -24 | 14 | 0 | u | 100 | 4 | 5 | 0 | 102
c1ccc(CNC23CC4CC(CC(C4)C2)C3)nc1 | 0 | 0 | 39 | 13 | -1 | 97 | 96 | -2 | -1 | 0 | 95
Cc1ccc(-n2c(SCC(=O)N/N=C/c3c(C)nn(-c4ccccc4)c3C)nc3ccccc3c2=O)cc1 | -4 | -3 | 53* | 11 | -3 | 103 | 99 | -5 | -5 | -6 | 100
CCOC(=O)c1cnc(N2CCOCC2)[nH]c1=O | -2 | 0 | -30 | 36 | 0 | 105 | 103 | 0 | -2 | -1 | 102
O=C(CSc1nc2ccc(Cl)cc2[nH]1)c1ccc2c(c1)OCO2 | 0 | -3 | 3 | 51 | -3 | 101 | 102 | 0 | -1 | -2 | 102
O=C(Oc1ccc(-c2nnco2)cc1)N(c1ccccc1)c1ccccc1 | -1 | 0 | -25 | 17 | 0 | 104 | 101 | -3 | 2 | -4 | 101
CCOC(=O)c1c(N)n(CCOC(=O)c2cccs2)c2nc3ccccc3nc12 | -1 | 8 | -3 | 11 | 0 | 98 | 100 | 10 | 4 | -1 | 101
Cc1cc(C)c(S(=O)(=O)N2CCC(C(N)=O)CC2)cc1C | 5 | -8 | -21 | 42 | 0 | 89 | 102 | -4 | -8 | -9 | 93
COc1cccc(-c2nnn(C/C(N)=N/O)n2)c1 | -5 | 1 | -12 | 11 | -6 | 102 | 102 | -3 | 4 | -8 | 103
Cc1ccc(S(=O)(=O)N2CCOCC2)cc1C(=O)NCCCn1ccnc1 | 0 | -5 | -14 | 31 | 2 | 93 | 93 | -5 | -11 | -7 | 92
Fc1ccc(-c2nnc(CSc3nnc(-c4cccs4)o3)o2)cc1 | 1 | -9 | -18 | 34 | -1 | 98 | 101 | -11 | -16 | -6 | 100
CCC1(CC)NC(=O)N(CC(=O)OCC(=O)NC(=O)c2ccc(Cl)cc2)C1=O | 2 | -2 | 4 | 15 | 0 | 99 | 98 | -3 | -5 | -1 | 97
Cc1cccn2c(=O)c(/C=C(\C#N)C(=O)NCc3ccco3)c(N3CCCCC3)nc12 | -3 | -4 | -13 | 17 | -2 | 102 | 98 | -6 | 1 | -6 | 104
Cc1cc(C)nc(SCc2nnc(SCC(=O)Nc3nccs3)n2Cc2ccco2)n1 | 0 | 0 | -10 | 5 | -1 | 102 | 101 | -7 | -11 | -4 | 102
CC(OC(=O)Cn1c(C(F)(F)F)nc2ccccc21)C(=O)N1CCCc2ccccc21 (configuration not stated) | 0 | -2 | 2 | 15 | 0 | 103 | 103 | -7 | -8 | -1 | 104
COc1ccc(Nc2ccc3c(c2)=NC2(CCCCC2)[N+]=3[O-])cc1 | 4 | 0 | -69 | 3 | -1 | 89 | 95 | -2 | 6 | 0 | 85
O=C(NCc1ccccc1Cl)c1ccc(Cn2cc(C(F)(F)F)ccc2=O)cc1 | -6 | -10 | -2 | 35 | -10 | 100 | 100 | -11 | -19 | -10 | 101
COc1ccc(NC2CC(=O)N(c3cccc([N+](=O)[O-])c3)C2=O)cc1 (configuration not stated) | -2 | -2 | -48 | 21 | 0 | 105 | 103 | -3 | -3 | -5 | 99
Cc1c(C(=O)O)sc2nc(SCC(=O)Nc3ccc(S(=O)(=O)NC(C)(C)C)cc3)[nH]c(=O)c12 | -1 | -5 | -14 | 63 | 0 | 97 | 99 | -1 | -1 | -2 | 96
CC(C)S(=O)(=O)C1=NSC2=NC(=O)/C(=C\c3ccc(-c4ccccc4)o3)C(=N)N21 | 3 | 4 | 3 | 20 | 4 | 101 | 100 | 3 | 1 | 0 | 96
CCc1cc(C(=O)Cc2nc3ccccc3[nH]2)c(O)cc1O | 0 | -3 | -46 | 12 | 2 | 109 | 106 | -3 | -8 | -5 | 110
N#Cc1ccccc1NC(=O)c1ccccc1OCC(=O)NCc1ccco1 | -1 | -11 | -37 | 30 | 0 | 81 | 89 | -5 | -7 | 1 | 87
CC(=O)OC(C(=O)n1nc(C)cc1C)c1ccccc1 (configuration not stated) | -4 | -12 | 7 | 30 | 0 | 105 | 105 | -9 | -16 | -12 | 103
[O-]c1c[n+](-c2ccc(-[n+]3cc([O-])on3)cc2)no1 | 3 | -1 | -30 | 19 | 3 | 94 | 97 | 4 | -3 | 2 | 98
CCOC(=O)N1CCC(N2CCCC(C(=O)c3ccccc3OC)C2)CC1 (configuration not stated) | -3 | -3 | -47 | 18 | 0 | 103 | 102 | -7 | -8 | -2 | 98
COC(=O)C1=C(N)Oc2cc(C)n(Cc3cccnc3)c(=O)c2C1c1cc(OC)ccc1OC (configuration not stated) | -1 | -8 | -20 | 31 | 0 | 98 | 99 | -4 | -10 | -6 | 102
CCOC(=O)N1[C@@H]2C=C(C)[C@@H]2[C@@H]2[C@@H](C)C(=O)N21 | -3 | 1 | -22 | 9 | 0 | 99 | 106 | 2 | 0 | 0 | 101
CCOC(=O)c1c(NC(=O)CC)sc(C(=O)N2CCCCC2)c1C | 2 | -8 | -15 | 35 | 0 | 105 | 106 | -7 | -12 | -2 | 104
Cc1csc(NC(=O)c2ccc(Cl)cc2[N+](=O)[O-])n1 | 0 | 0 | -15 | 13 | 0 | 103 | 99 | -2 | 0 | 0 | 100
Nc1ccc(-c2cc(-c3ccc(N)cc3)nc(-c3ccccc3)n2)cc1 | 2 | 9 | 9 | 8 | 1 | 104 | 105 | 5 | 13 | 1 | 107
Cc1cc(C)c(S(=O)(=O)c2ccccc2C)c(Cl)n1 | 0 | -2 | -4 | 24 | -3 | 104 | 105 | -2 | -2 | -1 | 106
O=C(NC(=S)NC(c1ccccc1)c1ccncc1)c1ccccc1 (configuration not stated) | -2 | -14 | -36 | 15 | 0 | 98 | 97 | -8 | -1 | -4 | 100
